LYP phosphatase = inhibitors of LYP phosphatase, biochemical, fluorescence intensity, uHTS (AID 1779); one-dose inhibition, % at 11.5 µM; IC50 in µM for titrated hits; 290,000 tested, 0.054% active; Tyrosine-protein phosphatase non-receptor type 22 (Homo sapiens); recombinant LYP phosphatase, fluorescence intensity; higher % means a stronger effect;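 note: plate controls were vehicle with enzyme for no effect and no enzyme for full effect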
KOR beta-arrestin-1 = KOR agonists, beta-arrestin recruitment, primary screen, cell-based, luminescence, uHTS (AID 1777). 280,000 tested, 0.02% active. KOR beta-arrestin recruitment, luminescence; higher % means a stronger effect. Kappa-type opioid receptor (Homo sapiens). one-dose activation, % at 10 µM; EC50 in µM for titrated hits; in the data active = activation above about 50%, passing the limit was not always enough; note: a part of the inactive calls stands beside numbers as strong as those of hits
Myeloid diff 2 = induction of myeloid progenitor differentiation, primary screen, cell-based, flow cytometry, MLPCN library; calls only at 10 µM; 360,000 tested, 1% active; ER-HoxA9 myeloid progenitors, lysozyme-GFP differentiation;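 active = normalized GFP-positive differentiation at or above the plate's own cutoff, the solvent-only control mean plus 3 SD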;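 note: cells exposed to compound for four days before flow analysis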
HIV fusion peptide = inhibitors of HIV fusion peptide binding, primary screen, biochemical, uHTS, fluorescence dequenching (AID 1986) | 290,000 tested, 0.3% active | cell-free peptide binding, fluorescence dequenching, 30 min; higher % means a stronger effect | inhibition, % at 20 µM, or IC50 in µM where a hit was titrated; in the data active = inhibition mostly above about 52%, no sharp cut-off; inactive = mostly below about 76%; note: some results filed as inactive read as strong as hits
NOD1 inhibition = NOD1 signaling inhibitors, primary screen, cell-based, luminescence, uHTS (AID 1578) | NOD1-driven NF-kB luciferase reporter cells, luminescence; higher % means a stronger effect | inhibition, % at 4 µM; hits with a dose series show EC50 in µM | 290,000 tested, 1% active; in the data active = inhibition mostly above about 36%, no sharp cut-off; inactive = mostly below about 34%;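 note: HEK-293T reporter cells stimulated with the NOD1 agonist gamma-tri-DAP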
KOR beta-arrestin-2 = KOR antagonists, beta-arrestin recruitment, cell-based, luminescence, uHTS (AID 1778). Kappa-type opioid receptor (Homo sapiens). KOR beta-arrestin recruitment, luminescence, antagonist mode; higher % means a stronger effect. inhibition, % at 10 µM; hits with a dose series show IC50 in µM. 290,000 tested, 0.091% active; note: strong numbers were not always called active
SIAH1 antagonists = Siah-1 peptide-binding antagonists, primary screen, biochemical, fluorescence polarization, rhodamine-plectin, uHTS (AID 1817); E3 ubiquitin-protein ligase SIAH1 (Homo sapiens); Siah-1 / rhodamine-plectin peptide fluorescence polarization; higher % means a stronger effect; displacement, % at 20 µM; hits with a dose series show IC50 in µM; 290,000 tested, 0.02% active;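 active = displacement of at least 50% at 20 µM, with a fluorescence ratio check between 0.3 and a set limit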;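 note: plate controls were Siah plus tracer with DMSO for no effect and tracer alone without Siah for full effect; strong numbers were not always called active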
Salmonella PhoP GFP = inhibitors of PhoP regulon expression, primary screen, Salmonella Typhimurium, GFP reporter (AID 1863); 300,000 tested, 0.16% active; inhibition, % at 50 µM, or IC50 in µM where a hit was titrated; S. Typhimurium PhoP-regulated promoter GFP reporter, 4 h; higher % means a stronger effect;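 active = inhibition over 29.93%, a cutoff 3 SD above the screen mean, later confirmed by dose response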;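 note: 0% = low Mg2+ inducing control and 100% = high Mg2+ repressing control; strong numbers were not always called active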
NOD2 inhibition = NOD2 signaling inhibitors, cell-based, luminescence, uHTS, HEK293 (AID 1566) | HEK293 NOD2/NF-kB luciferase reporter, luminescence; higher % means a stronger effect | inhibition, % at 4 µM, or EC50 in µM where a hit was titrated | 290,000 tested, 0.63% active; note: many of its hits are not listed in these tables
Myeloid diff 2 GFP+ MAC1+ % = recorded beside Myeloid diff 2, whose call it bears; GFP+ MAC1+ double positive, %; measured here: differentiation confirmed by MAC1 staining
* hit, by the source's call; i = inactive; nt = no result given; [ ] = another dose, or the depositor's remark. Cut-off read from the data, not from the text of the source, unless noted: active = inhibition above about 50%; inactive = the rest.

SMILES	LYP phosphatase	KOR beta-arrestin-1	Myeloid diff 2	Myeloid diff 2 GFP+ MAC1+ %	HIV fusion peptide	NOD1 inhibition	KOR beta-arrestin-2	SIAH1 antagonists	Salmonella PhoP GFP	NOD2 inhibition
CCOC(=O)C1=C(c2ccccc2)NC(SCC(=O)Nc2cccc(C)c2)=C(C#N)C1c1ccco1 (stereo not drawn)	6%	-1.8%	i	1.0	-1.9%	-25%	4%	2%	-5%	5%
COc1ccc(OC)c(C(=O)NC(CC(N)=O)c2ccc(NCC3CC3)c([N+](=O)[O-])c2)c1 (stereo not drawn)	-8%	-2.8%	i	1.0	1.3%	-10%	9%[20 µM]	10%	-12%	4%
COC(=O)/C(=C\Nc1ccccc1)NC(=O)c1ccc(Cl)cc1Cl	-6%	-1.2%	i	1.3	-1.9%	-11%	-11%	0%	9%	0%
Cc1ccc2c(c1)N(CCC(=O)NCCCN1CCCC1)C(=O)C(C)O2 (stereo not drawn)	-7%	3.7%	i	0.0	0.4%	-6%	-37%	-2%	-1%	-6%
FC(F)(F)c1cccc(NCc2n[nH]c(=S)n2C2CCCCC2)c1	-2%	-4.3%	i	0.7	1.5%	-34%	0%	0%	4%	10%
CCO[C@@H]1OC(C(=O)O)=C[C@H](C)[C@H]1CCCO	1%	-5.0%	i	1.6	-1.0%	-15%	-12%	5%	-6%	-1%
COc1ccc(C(=O)N2CCc3cc(OC)c(OC)cc3C2c2ccc(OC)c(OC)c2)cc1OC (stereo not drawn)	-7%	1.9%	i	0.9	0.2%	-2%	-8%	3%	8%	4%
N#CCc1ccc(Oc2ccc([N+](=O)[O-])cn2)cc1	-20%	-3.1%	i	0.3	-1.7%	23%	-48%	-5%	-4%	-18%
CCOC(=O)c1nn(-c2ccc(C)c(C)c2)cc1O	-5%	3.0%	i	5.9	-2.4%	-51%	18%	0%	17%	-48%
COCCCn1nnnc1SCC(=O)N1c2ccccc2CC1C (stereo not drawn)	-9%	-3.7%	i	0.1	-0.8%	-28%	-11%[20 µM]	1%	-7%	-10%
Cc1ccc(N2CC(C(=O)Nc3ccc(S(=O)(=O)Nc4nccc(C)n4)cc3)CC2=O)cc1 (stereo not drawn)	-5%	1.8%	i	0.2	-0.6%	-2%	-62%[20 µM]	13%	-11%	9%
CCn1nc(C(=O)NNC(=O)CCOc2cc(C)ccc2C)c2ccccc2c1=O	-2%	-1.4%	i	3.3	1.7%	-36%	0%	5%	0%	-7%
Cc1cc(C(=O)NNC(=O)NC(C)C)no1	-9%	-0.7%	i	1.5	1.0%	-2%	1%	4%	-12%	14%
Cc1c(Cl)c(C(F)F)nn1CC(=O)NC1C(=O)N2C(C(=O)O)=C(CSc3nnnn3C)CSC12 (stereo not drawn)	-6%	3.5%	i	0.4	21%	-21%	-6%	3%	-4%	12%
COc1ccc(NC(=S)NCCC2=CCCCC2)cc1OC	9%	-4.1%	i	0.6	-0.6%	-38%	-2%	4%	-4%	-8%
CC(NC(=O)C12CC3CC(CC(C3)C1)C2)C(=O)N/N=C/C1=C(N2CCOCC2)C(=C\c2ccccc2)/CC1 (stereo not drawn)	4%	1.7%	i	0.5	5.8%	2%	6%	-2%	16%	-15%
CSc1nnc2c3ccccc3n(Cc3ccccc3)c2n1	-6%	72%	i	0.7	0.7%	-39%	22%	-3%	-10%	-12%
CCc1nnc(SCC(=O)N2CCCC(N3CCN(c4ccccc4C)CC3)C2)o1 (stereo not drawn)	-3%	-3.2%	i	1.1	-0.2%	-33%	7%	-2%	-3%	-13%
CC(=O)c1c(C)[nH]c(C(=O)Nc2c(C)n(C)n(-c3ccccc3)c2=O)c1C	-9%	-3.7%	i	0.6	-2.4%	18%	6%	-7%	6%	8%
O=C(c1ccc2c(c1)OCO2)C1CCCN(Cc2cccc(C(F)(F)F)c2)C1 (stereo not drawn)	-4%	4.3%	i	3.6	-0.9%	-11%	1%	3%	4%	-25%

For convenience, some entries already given.
SMILES	LYP phosphatase	KOR beta-arrestin-1	Myeloid diff 2	Myeloid diff 2 GFP+ MAC1+ %	HIV fusion peptide	NOD1 inhibition	KOR beta-arrestin-2	SIAH1 antagonists	Salmonella PhoP GFP	NOD2 inhibition
COc1ccc(C(=O)N2CCc3cc(OC)c(OC)cc3C2c2ccc(OC)c(OC)c2)cc1OC (stereo not drawn)	-7%	1.9%	i	0.9	0.2%	-2%	-8%	3%	8%	4%
N#CCc1ccc(Oc2ccc([N+](=O)[O-])cn2)cc1	-20%	-3.1%	i	0.3	-1.7%	23%	-48%	-5%	-4%	-18%
CCOC(=O)c1nn(-c2ccc(C)c(C)c2)cc1O	-5%	3.0%	i	5.9	-2.4%	-51%	18%	0%	17%	-48%
COCCCn1nnnc1SCC(=O)N1c2ccccc2CC1C (stereo not drawn)	-9%	-3.7%	i	0.1	-0.8%	-28%	-11%[20 µM]	1%	-7%	-10%

(next part)
SMILES	LYP phosphatase	KOR beta-arrestin-1	Myeloid diff 2	Myeloid diff 2 GFP+ MAC1+ %	HIV fusion peptide	NOD1 inhibition	KOR beta-arrestin-2	SIAH1 antagonists	Salmonella PhoP GFP	NOD2 inhibition
CC(C)CC(C(=O)Nc1ccccc1)N1C(=O)C2C3C=CC(C3)C2C1=O (stereo not drawn)	1%	2.4%	i	0.7	2.3%	-4%	-32%[20 µM]	-2%	-6%	2%
COc1cccc(C(=O)COc2ccc3c(C)c(Cc4ccccc4)c(=O)oc3c2C)c1	-8%	17%	nt	nt	-1.4%	-21%	13%	36%	-3%	10%
Cn1c(=O)n(Cc2ccco2)c(=N)c2c3c(sc21)CCCC3	-8%	-0.4%	i	0.6	-1.0%	-21%	-101%[20 µM]	-2%	1%	14%
Cc1ccc(Oc2ncccc2/C=N/OCc2ccc(Cl)c(Cl)c2)cc1	-6%	3.6%	i	0.8	-1.2%	-9%	-17%	-1%	-8%	-9%
COc1ccc(C2(C)CC(=O)NC2=O)cc1 (stereo not drawn)	-9%	-2.5%	i	0.6	-1.0%	-6%	35%	0%	3%	-1%
CC(OCC(O)CN1CCCCC1CCO)c1ccc(Cl)cc1 (stereo not drawn)	-7%	-4.4%	i	0.5	0.0%	-13%	-5%	-1%	0%	-6%
N#C/C(=C\c1c[nH]c2ccc(Br)cc12)c1ccccn1	-5%	-5.6%	i	1.0	-0.4%	10%	-4%	-3%	4%	10%
O=S(=O)(CCn1cccc1)CCn1cccc1	-7%	-4.2%	i	2.1	1.2%	-19%	6%	2%	1%	11%
CN1C(=O)c2ccccc2Sc2ccc(NC(=O)N3CCCC3)cc21	-7%	-2.9%	i	0.9	-0.3%	14%	-3%	5%	-5%	10%
COc1ccc(F)cc1S(=O)(=O)NCCCn1ccnc1	-10%	-2.4%	i	0.3	0.1%	-26%	-18%	3%	0%	-4%
CCC1CCCCN1S(=O)(=O)c1ccc(C(=O)Nc2nnc(C3=COCCO3)o2)cc1 (stereo not drawn)	1%	-2.1%	i	0.9	6.9%	16%	-20%	-4%	-4%	24%
COCCNCc1ccc(C(C)C)cc1	-10%	3.2%	i	0.5	-0.7%	10%	-42%[20 µM]	-2%	0%	-1%
COc1ccc(C(CCNCc2ccccc2F)c2ccc(F)cc2)cc1 (stereo not drawn)	-4%	15%	i	1.4	-0.1%	9%	1%	-1%	0%	9%
COCCn1c(SCC(=O)Nc2ccc(F)cc2F)nc2c([nH]c3ccccc32)c1=O	-9%	-3.6%	i	2.0	0.1%	-26%	-6%	0%	-5%	-1%
Cc1n[nH]c(C)c1CN(C)C(=O)C1CCC(=O)N(CC2CCCCC2)C1 (stereo not drawn)	-7%	3.9%	i	1.9	0.5%	-21%	-26%	-1%	-2%	8%
CCN(C(=O)c1ccc2c(OC)n(CC)nc2c1)c1ccc(OC)cc1	-9%	-0.8%	i	1.2	1.5%	7%	28%	1%	-3%	10%
CC(C(=O)Nc1c2c(cc3c1CCC3)CCC2)N1CCCC1 (stereo not drawn)	-3%	-4.4%	i	1.1	-2.5%	63%*	-16%	-4%	-1%	3%
CCC(NC(=O)NCCCn1ccnc1)(C(F)(F)F)C(F)(F)F	-3%	1.3%	i	0.8	-2.0%	0%	nt	-6%	-9%	2%
O=C(Nc1ccc2c(c1)Cc1ccccc1-2)c1cccnc1	-2%	-1.7%	i	0.4	0.0%	-50%	-48%	-1%	-6%	-45%
Cc1ccc(S(=O)(=O)N(C)CC(=O)OCC(=O)NC(=O)NC(C)C)cc1	-8%	4.7%	i	1.0	-0.9%	-11%	-5%	-3%	-10%	-1%
COc1ccc(N(C(=O)CSCC(=O)Nc2cc(C)on2)C(C(=O)NC2CCCCC2)c2ccc(O)c(O)c2)cc1 (stereo not drawn)	-2%	6.7%	i	0.1	15%	-21%	14%	6%	-11%	0%
CCCNC(=S)N1CCC(C(=O)c2ccc(Cl)cc2)CC1	-14%	-1.6%	i	0.5	-2.5%	47%	-34%[20 µM]	3%	2%	10%
C=CCOc1ccc2c(c1)C(=NO)c1cc(OCC=C)ccc1-2	-3%	-8.6%	i	1.1	-1.4%	-15%	4%	6%	-5%	10%
Cc1c(CC(=O)O)c(=O)oc2c(C)c3occ(-c4ccc(Br)cc4)c3cc12	-1%	0.1%	i	0.8	28µM*	-5%	-4%	-4%	-4%	45%
Cc1cc(Nc2ccc(C)c(C)c2)c2ccccc2n1	-1%	1.7%	i	0.2	1.0%	1%	-34%[20 µM]	5%	4%	-7%
Fc1ccccc1-c1nc(-c2ccc(Br)o2)no1	-6%	-5.4%	i	0.3	0.0%	6%	12%	-1%	6%	-39%
Cc1cc(C(=O)N2CCCC(N3CCN(c4cccc(C(F)(F)F)c4)CC3)C2)n[nH]1 (stereo not drawn)	-9%	-3.6%	i	1.2	0.6%	-27%	10%	5%	2%	-5%
O=C(CNS(=O)(=O)c1ccc(F)cc1)N1CCN(c2ccccc2)CC1	-8%	-2.4%	i	1.7	-2.2%	9%	-22%	-6%	-8%	-4%
Cc1occc1C(=O)N1CCN(C(c2ccccc2)c2ccccc2)CC1	0%	2.1%	i	0.6	2.4%	7%	4%	3%	6%	23%
CCc1ccc2c(c1)/C(=N/OC)C(=O)N2	-3%	-0.4%	i	0.5	-0.1%	-15%	-25%	12%	0%	14%
Cc1nc2c(ncn2-c2ccccc2)c(=O)n1NC(=O)CN1CCOCC1	0%	-1.2%	i	0.6	-1.8%	-1%	9%	6%	-6%	11%
CCC(C)c1ccccc1NC(=O)CN(C)CCOc1ccc(Cl)cc1 (stereo not drawn)	0%	-2.6%	i	1.1	0.9%	-3%	30%	3%	6%	-6%
O=C(NC1CCCCCC1)c1cccc(N2CCCC2=O)c1	-5%	-4.0%	i	0.0	-1.8%	-16%	-6%	-1%	-5%	-60%
O=C(CN(C1CCCCC1)S(=O)(=O)c1ccc(Br)cc1)NCc1ccncc1	-7%	-6.0%	i	0.1	-0.6%	-19%	4%[20 µM]	3%	3%	17%
CCOC(=O)C1(Cc2ccc(OC)cc2)CCN(C(=O)CCn2cccn2)CC1	-6%	nt	i	0.3	-1.9%	1%	-4%	-6%	-8%	-20%

Assay outcomes: PubChem, several laboratories

These rows are one share of the data, so the mix of outcomes need not match the whole.
